Bioassay records: PubChem BioAssay, National Center for Advancing Translational Sciences (NCATS)
Vif-A3G inh = Vif-A3G binding inhibition. HeLa A3G-eYFP + Vif (tagged APOBEC3G with the HIV-1 protein that degrades it), YFP fluorescence, overnight. hit rate 0.076% among 410,000. Q9HC16. Potency, µM (series often up to 46.1 µM), without a hit: at the top dose activity, negative = active, usual class: inhibitors;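 further: potency means the concentration at half of the fitted maximal effect; on the % scale 0 is the no-effect control and ±100 the full control effect; nearly all actives have a fitted effect of over 60% in size; hits raise eYFP signal because A3G escapes Vif-driven loss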
Target sequence (Q9HC16 whole entry, looked up): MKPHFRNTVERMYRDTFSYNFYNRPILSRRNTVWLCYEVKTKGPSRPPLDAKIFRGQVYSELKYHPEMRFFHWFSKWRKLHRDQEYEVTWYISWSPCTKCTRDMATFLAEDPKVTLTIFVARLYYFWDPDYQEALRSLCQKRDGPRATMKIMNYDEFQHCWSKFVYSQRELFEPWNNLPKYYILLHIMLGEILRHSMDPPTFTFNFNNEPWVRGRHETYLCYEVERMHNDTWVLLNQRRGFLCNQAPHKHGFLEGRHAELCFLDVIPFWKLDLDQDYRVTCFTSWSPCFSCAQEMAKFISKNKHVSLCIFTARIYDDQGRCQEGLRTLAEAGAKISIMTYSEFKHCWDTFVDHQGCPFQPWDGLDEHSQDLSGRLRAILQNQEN
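HeLa cells stably expressing Vif and C-terminally eYFP-tagged A3G, seeded overnight at 37 deg C, then exposed to compound by pintool overnight at 37 deg C. Rise in yellow fluorescence (Ex 488/Em 500-530, Acumen) marks blocked Vif-driven A3G degradation.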
12-LOX inh = blocks human arachidonate 12S-lipoxygenase | hit rate 1.1% among 580,000 | purified 12hLO, xylenol orange hydroperoxide absorbance | AID 1671190 | P18054 | Potency, µM (doses to about 108 µM), without a hit: at the top dose activity change, negative = inhibition, actives largely listed as inhibitors; further: potency means the concentration at half of the fitted maximal effect; on the % scale 0 is the no-effect control and ±100 the full control effect
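Purified human 12hLO (150 nM final) in 25 mM Hepes, 0.01% Triton X-100, pH 7.0 was preincubated 15 min at room temperature with compound. Then 40 uM arachidonic acid was added, 30 min. Hydroperoxide was read by Fe-XO absorbance ratio 573/405 nm.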
D2 agonist = agonists of human D2 dopamine receptor; hit rate 0.53% among 340,000; activation, % at 2 µM; HEK293 T-REx D2 cells, calcium flux agonist mode;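 active means activation over 3 SD above normal in the single-dose calcium agonist read, cut at about 30% in these data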; further: 0% is about no effect
Target sequence (P14416 whole entry, looked up): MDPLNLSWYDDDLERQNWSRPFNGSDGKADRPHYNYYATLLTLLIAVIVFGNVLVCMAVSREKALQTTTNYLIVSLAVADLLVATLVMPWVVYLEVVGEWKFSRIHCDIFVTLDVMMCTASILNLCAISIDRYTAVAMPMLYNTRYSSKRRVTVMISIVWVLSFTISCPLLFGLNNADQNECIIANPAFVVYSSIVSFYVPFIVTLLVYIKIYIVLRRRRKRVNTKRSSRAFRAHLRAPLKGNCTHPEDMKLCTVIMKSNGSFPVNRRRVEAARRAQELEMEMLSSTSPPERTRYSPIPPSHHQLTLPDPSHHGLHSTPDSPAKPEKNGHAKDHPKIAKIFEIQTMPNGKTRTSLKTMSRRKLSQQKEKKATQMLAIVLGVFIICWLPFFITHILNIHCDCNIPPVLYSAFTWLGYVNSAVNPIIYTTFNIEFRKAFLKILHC
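Agonism scored from kinetic calcium signal (1 read/sec, 180 s) following compound pin transfer, after a 10 s baseline. Cells: HEK293 Trex line expressing inducible D2 receptor coupled to calcium, dye-loaded after overnight culture at 30 C.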
Vif-APOBEC3F blk = inhibitors of Vif-A3F interaction; hit rate 0.2% among 390,000; HeLa A3F-eYFP + Vif (tagged APOBEC3F with the HIV-1 protein that degrades it), YFP fluorescence increase; AID 602313; Potency, µM (top dose mostly 46.1 µM), inactives show at the top dose activity, negative = active; further: potency means the concentration at half of the fitted maximal effect; % of control where 0% means no effect; nearly all actives have a fitted effect of over 65% in size
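Fluorescence increase (Ex 488/Em 500-530) after overnight compound treatment at 37 deg C flags inhibition of Vif-driven A3F-eYFP loss in stable HeLa A3F-eYFP/Vif cells seeded overnight beforehand.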
ERG-DNA inh = inhibitors of human ERG Ets domain-DNA interaction | hit rate 0.028% among 370,000 | P11308 | fluorescence polarization, His-ERG Ets domain / labelled DNA | Potency, µM (doses to about 76.9 µM), without a hit: at the highest dose FP activity, negative = inhibition, hits mostly inhibitors; active means well fitted inhibition curve with a large enough effect in the polarisation, with a control signal flat; inconclusive means small, poorly fitted or top-dose-only effect, or effect the other way, or a change in a side signal; inactive means no such curve, though single readings can be large or run the other way; the % refers to the polarisation;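 further: polarization taken with two DNA probes labelled with fluorescein and Texas red; potency means the concentration at half of the fitted maximal effect; % of control where 0% means no effect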
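His-tagged ERG Ets domain (1 uM in the protein solution; 300mM KCl, 50mM Tris-HCl, 1mM EDTA, 1mM DTT, pH 7.5) received compound, then a probe mix of 5 nM fluorescein-DNA and 100nM Texas-615-DNA. Fluorescence polarization was read for both dyes.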
D2 antag = D2 dopamine receptor (human) antagonism; P14416; HEK293 TREx D2 cells, calcium flux, dopamine EC80; inhibition, % at 10 µM; hit rate 2% among 340,000; AID 485344; in the data active means inhibition above about 30%; further: 0% is about no effect
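Compounds are added to dye-loaded, induced HEK293 T-REx cells coupled to calcium release via D2; after a 3 min kinetic read an EC80 dopamine stimulus is given and fluorescence is recorded for 3 more min.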
RGS4 inhibitor = inhibitors of human regulator of G protein signaling 4 | hit rate 0.039% among 390,000 | P49798 | Potency, µM (highest dose often 114 µM), for the others: at the highest dose activity change, negative = inhibition, usual class: inhibitors | Transcreener GDP fluorescence polarization, RGS4-accelerated GTP hydrolysis; further: potency means the concentration at half of the fitted maximal effect; on the % scale 0 is the no-effect control and ±100 the full control effect; nearly all actives have a fitted effect of over 75% in size; some results filed as inactive show a strong effect at the top dose
Target sequence (P49798 whole entry, looked up): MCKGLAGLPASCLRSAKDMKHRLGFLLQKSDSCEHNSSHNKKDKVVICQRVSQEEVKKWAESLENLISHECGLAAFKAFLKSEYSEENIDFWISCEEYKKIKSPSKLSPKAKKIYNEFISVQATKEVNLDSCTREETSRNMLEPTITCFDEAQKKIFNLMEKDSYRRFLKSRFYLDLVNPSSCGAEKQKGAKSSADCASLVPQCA
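MLSMR compounds (23 nl, pin-transferred) preincubated 10 min at room temperature with a 500nM (2x) first reagent, then RGS4 at 900nM (2x) plus Transcreener GDP mix added; fluorescence polarization (620/688 nm) read before and after 90 min at 30 °C.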
GRP78 ERSR act = ER stress response induction in glioma; U87-MG GRP78 promoter luciferase reporter, 16 h; Potency, µM, for the others: at the top dose activation, most hits filed as activators; hit rate 0.02% among 420,000; further: potency means the concentration at half of the fitted maximal effect; series mostly up to about 76 µM; % of control where 0% means no effect; nearly all actives have a fitted effect of over 35% in size
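ERSR induction read as luciferase luminescence (Bright-Glo, 10 min at room temperature) in stably transfected human U87-MG glioma cells exposed to compounds for 16 h, using GRP78 as sensor.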
LDHA inh = inhibitors of human lactate dehydrogenase A; P00338; purified LDHA, NADH/diaphorase-resazurin fluorescence; stronger effect = lower value; activity change, % (values are at about 110 or 230 µM); hit rate 0.15% among 480,000; AID 1347041; in the data active means activity change below about -30%; inconclusive means mostly about -25% to -30%;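 further: plate controls were DMSO wells for no effect and wells without enzyme for full effect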
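Resorufin fluorescence (ex540/em590), read at 0 and 20 min after diaphorase/resazurin addition, reports the NADH left after a 5 min room-temperature reaction of 2 nM human LDH5 with 0.06 mM NADH and 0.2 mM pyruvate.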
* = called active by the depositor; ? = inconclusive; / = no result given; & = joins results of further samples; [ ] = another dose, or the depositor's remark. Unless noted, the call rests on the fitted dose curve; in most records, active means well fitted curve in the direction sought with a large enough effect; inconclusive means small, poorly fitted or top-dose-only effect, or another doubt; inactive means no such curve, though single readings can be large; an effect the other way counts as inactive or inconclusive. These rows are one share of the data. The share of hits here may be higher or lower than overall.

SMILES	Vif-A3G inh	12-LOX inh	D2 agonist	Vif-APOBEC3F blk	ERG-DNA inh	D2 antag	RGS4 inhibitor	GRP78 ERSR act	LDHA inh
CCOC(=O)C1=C(CSc2nncn2C)NC(=O)NC1c1cc(OCC)ccc1OCC (stereo not drawn)	-6%	?	0.3	3%	-1%	23	-10%	-4%	5
Cc1ccccc1NC(=O)c1cccc(N2C(=O)C3C4CC(C(Br)C4Br)C3C2=O)c1 (stereo not drawn)	2%	-8%	0.8	2%	-3%	1	-6%	-5%	-10
O=C(c1nc2ccccn2c1CN1CCC(Cc2ccccc2)CC1)N1CCCC1	-4%	-10%	-0.2	-19%	-12%	-2	-13%	-1%	-4
O=C(NC(=S)N1CCN(c2c(Cl)cccc2[N+](=O)[O-])CC1)c1cccs1	-8%	-14%	-0.9	?	7%	-16	-18%	1%	-6
O=C(c1ccoc1)N1CCCC(Nc2ccc(F)c(F)c2)C1 (stereo not drawn)	-1%	4%	0.3	-2%	3%	-12	-17%	1%	-2
Cc1cc(C)nc(SCCc2ccncc2)n1	-4%	0%	-0.5	2%	-11%	6	?	-2%	3
O=c1oc2ccccc2cc1-c1cn2cc(Cc3cc(Cl)ccc3Cl)sc2n1	1%	0%	0.1	-14%	-9%	/	5%	3%	-12
CC1=C(C(=O)N2CCOCC2)C(c2cccc3ccccc23)NC(=S)N1 (stereo not drawn)	6%	-10%	-0.9	-5%	-7%	-12	-24%	-5%	-11
CC(=O)Nc1ccc2nc(-c3cc(C)ccc3C)[nH]c2c1	-27%	-7%	-0.5	-18%	8%	/	18%	-2%	-1
NC(=O)CSc1nc(O)cc(=O)n1-c1ccccc1	2%	0%	0.5	6%	-1%	-5	16%[11.4 µM]	-3%	-4
CC1C/C(=C/c2cccn2C)C(=O)/C(=C/c2cccn2C)C1 (stereo not drawn)	?	?	27	?	14%	-8	?	-8%	5
COCCSc1nnc(NC(=O)Cc2ccccc2OC)s1	0%	-16%	0.0	1%	1%	3	26%	-2%	-9
N#CC(C(=O)Nc1ccccc1)=C1CCCCC1	-1%	-7%	-0.1	-1%	/	9	-9%	-1%	-1
O=C(OCC(=O)N1CCCCCC1)c1ccc[nH]c1=O	-4%	?	/	3%	18%	/	-18%	-5%	3
Cc1ccc(SCC(=O)N2CCCC2)cc1	0%	0%	0.3	-25%	5%	-2	51%	4%	-14
COC(=O)c1c(SCC(=O)Nc2ccccc2C(F)(F)F)[nH]c2ccc(Cl)cc2c1=O	-13%	?	1.1	4%	6%	/	-28%	-2%	1
CCOC(=O)CSc1cc(CS(=O)(=O)c2ccccc2)nc(-c2ccccc2)n1	0%	-8%	0.5	1%	2%	-12	-3%	0%	-1
Clc1cccc(CSc2nncn3c2cc2sccc23)c1	4%	-20%	-0.2	-3%	1%	/	-4%	10%	2
COCCNC(=O)Cc1ccc(NC(=O)N2CCCCc3ccccc32)cc1	3%	-2%	/	1%	2%	/	-18%	2%	-2
COc1ccc(CCNC(=O)CCn2c(=O)c3cccn3c3ccc(F)cc32)cc1OC	0%	-10%	0.9	3%	-3%	/	0%	-4%	-2

Three entries already listed, arranged by SMILES length, smallest number first:
SMILES	Vif-A3G inh	12-LOX inh	D2 agonist	Vif-APOBEC3F blk	ERG-DNA inh	D2 antag	RGS4 inhibitor	GRP78 ERSR act	LDHA inh
N#CC(C(=O)Nc1ccccc1)=C1CCCCC1	-1%	-7%	-0.1	-1%	/	9	-9%	-1%	-1
Clc1cccc(CSc2nncn3c2cc2sccc23)c1	4%	-20%	-0.2	-3%	1%	/	-4%	10%	2
COCCNC(=O)Cc1ccc(NC(=O)N2CCCCc3ccccc32)cc1	3%	-2%	/	1%	2%	/	-18%	2%	-2

The listing continues:
SMILES	Vif-A3G inh	12-LOX inh	D2 agonist	Vif-APOBEC3F blk	ERG-DNA inh	D2 antag	RGS4 inhibitor	GRP78 ERSR act	LDHA inh
O=C(NCCc1ccccc1)C1CCC(=O)N(Cc2ccc(Cl)cc2)C1 (stereo not drawn)	1%	1%	-0.5	-15%	-9%	-2	-31%	-4%	-2
CCOc1ccc(OCCC(=O)OCC(=O)NCc2ccc(Cl)cc2)cc1	2%	-23%	-0.9	2%	10%	13	-24%	-5%	-1
O=C(O)c1cccc(C(=O)c2cccc(C(=O)O)c2)c1	-8%	-11%	-2.5	2%	13%	4	5%	0%	-3
COc1c(Cl)cc(C(=O)N(Cc2ccc(C)o2)C2CCS(=O)(=O)C2)cc1Cl (stereo not drawn)	0%	?	-1.3	3%	2%	/	-3%	-2%	-1&0
Cc1cccc2c(=O)n3c(nc12)CCCCC3	3%	-19%	1.0	11%	1%	10	2%	1%	-1
COc1cc(NC(=O)CCc2c(C)nn(-c3ccc(N4CCCCC4)nn3)c2C)cc(OC)c1OC	1%	-4%	0.6	1%	4%	/	-29%	1%	12
Cc1ccc(/C=N/n2c(-c3cccnc3)n[nH]c2=S)s1	1%	?	-1.5	-7%	11%	-9	-27%	0%	-5
N#Cc1c(C(F)(F)F)cc(-c2ccc(Cl)c(Cl)c2)nc1SCCN1CCOCC1	-11%	-9%	-0.7	?	3%	1	-16%	-3%	-6
COc1cccc(C(=O)NCCS(=O)(=O)N2CCc3ccccc3C2)c1	6%	5%	0.0	2%	-3%	-3	8%	-3%	-6
CCOc1ccc(CCNC(=O)COC(=O)CCC(=O)c2cccs2)cc1OCC	1%	1%	0.0	-19%	0%	-13	1%	-1%	0
Cc1ccc(-c2ccc(=O)n(Cc3cc(C)ccc3C)n2)cc1	-10%&1%	?	0.1&0.2	12%&-11%	-3%&-1%	-2	0%[56.9 µM]	-3%&2%	-11&-1
Cc1ccc(N(CC(=O)NC(C)C)C(=O)CCC(=O)Nc2ccccn2)cc1	-7%	11%	-0.4	-7%	2%	-1	-37%	-2%	-2
O=C(N/N=C\c1cn[nH]c1-c1ccccc1)c1ccc([N+](=O)[O-])cc1	0%	-19%	-1.3	-4%	-1%	58*	3%	-4%	1
C[C@H](CO)N1C[C@H](C)[C@H](CN(C)Cc2cccc(O)c2)OCc2ccccc2-c2c(n(C)c3ccccc23)C1=O	-11%	?	/	1%	/	/	/	-3%	1
CCC(C)[C@H](NC(=O)Nc1cccc(Cl)c1)C(=O)O (stereo partly drawn)	0%	43%[activator]	0.3	-7%	-3%	-23	2%	3%	-4
CCOC(=O)c1ccc2nc(NC(C)=O)sc2c1	-17%	-1%	0.3	17%	-13%	-4	4%	1%	1
C=CC[C@@H](CC(=O)OC(C)(C)C)C(=O)OC[C@@H]1CCCN1C(=O)[C@@H](CC=C)CC(=O)N(CCO)Cc1ccccc1	0%	-2%	/	0%	12%	/	5%	0%	1
CCCOc1ccc(/C(O)=C2/C(=O)C(=O)N(CCCn3ccnc3)C2c2ccc(C)o2)cc1 (stereo not drawn)	-4%	?	0.0	-9%	-3%	9	-3%	-2%	-1
CN(C(=O)c1cccc(C(=O)N(C)c2ccccc2)c1)c1ccccc1	2%	?	-0.5	4%	-1%	-1	-12%	-4%	1
Cc1ccc(C(CC(=O)Nc2ccc(F)c(Cl)c2)N2Cc3ccccc3C2=O)cc1 (stereo not drawn)	-3%	-16%	0.1	-5%	-3%	/	-15%	-1%	-3
Cc1cc(SCC(=O)N2CCCC2)nc2ccccc12	1%	0%	1.0	1%	-4%	2	18%	-3%	-8
N#CCCNc1c(Cl)cc(Cl)cc1C(=O)O	2%	-8%	0.0	6%	3%	-15	6%	1%	6
O=C(Nc1cccc(C(=O)O)c1)/C(=C\c1ccccc1)NC(=O)c1ccc(Br)o1	6%	-18%	/	-9%	/	/	/	-2%	-10
O=C(O)C1CCCCN1C(=O)c1ccc(S(=O)(=O)N2CCCCCC2)cc1 (stereo not drawn)	-1%	?	1.4	6%	/	2	-33%	-3%	-2
CC1Cc2ccccc2N1C(=O)CSc1nnc2n1C(C)(C)Cc1ccccc1-2 (stereo not drawn)	-4%	-43%	-1.1	1%	-7%	1	2%	-3%	-3
Cc1nc2ccccc2c(=O)n1/N=C/c1c(O)ccc2ccccc12	-3%	-8%	-0.1	-15%	7%	-19	-12%	-2%	18
COc1ccc(C2C(C(C)=O)=C(O)C(=O)N2c2cccnc2)cc1OC (stereo not drawn)	-6%	0%	0.8	-12%	2%	8	21%	-5%	-8
CN(C)CCOC(=O)c1ccc(COc2ccccc2Br)o1	0%	15%	0.9	10%	10%	2	-6%	2%	-3
O=C(OC1CCOC1=O)c1ccc(N2CCCC2)c([N+](=O)[O-])c1 (stereo not drawn)	1%	-7%	2.0	-4%	6%	-18	12%	-1%	-2
CCOc1ccccc1NC(=O)CSc1nnc(Cc2ccc(OC)cc2)c(=O)n1N	-3%	-8%	-0.2	2%	2%	-2	-21%	-1%	-3
CCOCC(=O)Nc1ccccc1C(=O)N1CCOCC1	-2%	0%	1.3	15%	4%	7	25%	-2%	-18
Cn1c(=O)c2c(nc(N3CCNCC3)n2Cc2ccccc2Cl)n(C)c1=O	-2%	-11%	-3.0	-1%	4%	-2	-5%	-1%	-2
CC(C)CCn1c(SCC#N)nc2c(sc3ccccc32)c1=O	-1%	-13%	0.3	-7%	2%	19	-1%	-4%	-1
COc1cc(C(=O)N2CCc3c([nH]c4ccccc34)C2c2ccc(C)cc2)cc(OC)c1OC (stereo not drawn)	1%	-25%	1.8	2%	-6%	/	6%	-2%	-6
